# Assay outcomes from PubChem.
# M. tuberculosis: growth inhibition of non-replicating M. tuberculosis (AID 488890) | inhibition, % at 25 µM; hits with a dose series show IC50 in µM | Mycobacterium tuberculosis non-replicating, growth inhibition; higher % means a stronger effect | 0.39% of 320,000 active; in the data active means a potency from the dose series; inconclusive means inhibition mostly from about 82% at the one dose, without a potency; inactive means the rest, 99 in 100 with inhibition below about 76%;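 further: plate controls were DMSO cells for no effect and high antibiotic wells for full effect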
# H37Rv inhibition: M. tuberculosis growth inhibition, HTS (AID 449762); 0.59% of 330,000 active; M. tuberculosis H37Rv growth inhibition, 7H9 media; higher % means a stronger effect; inhibition, % at 25 µM, or IC50 in µM where a hit was titrated; in the data active means a potency from the dose series; inconclusive means inhibition above about 70% without an active follow-up result;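 further: bacterial growth assessed after seven days of incubation; strong numbers were not always called active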
# inhibitors of VEEV: inhibitors of VEEV TC-83 cytopathic effect, confirmation, Vero cells (AID 588727); Vero cells, VEEV TC-83 cytopathic effect inhibition; higher % means a stronger effect; inhibition, % at 20 µM, or IC50 in µM where a hit was titrated; 0.13% of 350,000 active; in the data active means a potency from the dose series; inconclusive means inhibition mostly from about 14% at the one dose, without a potency; inactive means the rest, 99 in 100 with inhibition below about 12%; further: strong numbers were not always called active
# H1N1 NS1A inhibition: H1N1 influenza NS1A inhibitors, functional cell based assay (AID 504329); inhibition, % at 12.5 µM; hits with a dose series show IC50 in µM; 0.3% of 340,000 active; NS1A functional cell-based assay, percent inhibition; higher % means a stronger effect; in the data active means a potency from the dose series; inconclusive means inhibition above about 27% without an active follow-up result; further: strong numbers were not always called active
# Salmonella PhoP GFP: PhoP regulon inhibitors, Salmonella typhi PhoP promoter GFP reporter, confirmatory (AID 1850). Salmonella Typhi PhoP-promoter GFP reporter, fluorescence, 4 h; higher % means a stronger effect. one-dose inhibition, % at 50 µM; IC50 in µM for titrated hits. 0.33% of 310,000 active; in the data active means a potency from the dose series; inconclusive means inhibition mostly from about 25% at the one dose, without a potency; inactive means the rest, 99 in 100 with inhibition below about 19%;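 further: 0% = induced wells with vehicle and 100% = uninduced wells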
# inhibitors of VEEV 10K pilot screen: also measured in inhibitors of VEEV; calls as there; inhibition, %; measured here: 10K pilot screen inhibition
# Starred values were filed as active, the others as inactive; i = inactive; u = inconclusive; x = no result given.
SMILES,M. tuberculosis,H37Rv inhibition,inhibitors of VEEV,H1N1 NS1A inhibition,Salmonella PhoP GFP,others
CC(C)(C)SCCNC(=O)c1ccccc1,65%,4%,i,-19%,24%,
CCOC(=O)c1csc(NC(=O)CC2CCCC2)n1,26%,0%,2.6%,0%,-13%,
O=C(NC1CC1)c1cccc(NC(=O)c2cnn(-c3ccccc3)n2)c1,52%,4%,9.7%,2%,x,
COc1ccccc1C/C(N)=N/OC(=O)COc1ccc(C)cc1,47%,3%,i,9%,3%,
Cn1nccc1C(=O)OCC(=O)Nc1ccc(S(N)(=O)=O)cc1,1%,0%,1.0%,2%,9%,
CCOc1cc(CN2CCN(C(=O)Cc3ccccc3)CC2)ccc1OC,1%,-5%,0.2%,-10%,13%,
COc1ccc(CNC(=O)CN(c2ccc(C(C)=O)cc2)S(=O)(=O)c2ccc(C)cc2)cc1OC,4%,2%,i,-25%,x,
COc1ccc(OCC(=O)NCCS(=O)(=O)N2CCN(c3ccc(F)cc3)CC2)cc1,-3%,4%,1.0%,-4%,1%,
O=C(c1cccc(N2C(=O)c3ccccc3C2=O)c1)N1CCCCCC1,8%,1%,1.4%,-7%,-25%,
N/C(=N\OC(=O)c1cc(-c2ccccc2)nc2ccccc12)c1ccc(Cl)cc1,19%,-1%,2.8%,-7%,1%,
CC(C)N(Cc1cnn(C)c1)Cc1nc(-c2ccc(Cl)cc2)no1,4%,-9%,1.1%,-6%,6%,
Cc1cc(C)cc(NC(N)=S)c1,37%,1%,0.6%,-8%,4%,
CC(C(=O)Nc1ccccc1Br)c1ccc([N+](=O)[O-])cc1 (stereo unspecified),6%,1%,0.6%,3%,-1%,
COc1ccc(CCC(C)NCc2ccc(F)cc2)cc1 (stereo unspecified),7%,-2%,0.9%,-2%,1%,
CCc1ccc2[nH]c(C(=O)Nc3ccc4c(c3)OCO4)cc2c1,25%,1%,6.0%,5%,6%,
CC(C)(C)C(=O)Nc1ccc(-c2cn3ccsc3n2)cc1,-10%,3%,0.5%,2%,21%,
CN(CC(=O)Nc1ccccn1)S(=O)(=O)c1ccc(Cl)cc1,11%,1%,0.7%,19%,-4%,
O=C(Nc1ccon1)c1cccc(S(=O)(=O)N2CCCCCC2)c1,-5%,3%,1.5%,-18%,-2%,
O=c1[nH]c(=O)n(Cc2ccco2)c2c1C(C(F)(F)F)(C(F)(F)F)N=C(C1CCCCC1)N2,-17%,-4%,2.1%,3%,0%,
CCCn1c(SCc2cc(=O)[nH]c3ccccc23)nc2c1c(=O)n(C)c(=O)n2C,-3%,-1%,i,-7%,-13%,
O=C(CCNC(=O)c1ccc(Br)cc1)NCCCN1CCCC1=O,-11%,-13%,2.6%,-13%,x,
COc1cccc(NC(=O)Nc2ccc3nsnc3c2)c1,37%,13%,1.2%,-4%,8%,
COc1ccccc1CCNC(=O)c1ccc(C)o1,3µM*,-1%,2.1%,-4%,-6%,
CN(/C(=N\S(=O)(=O)c1ccccc1)c1ccccc1)c1ccc(O)cc1,0%,4%,1.2%,-17%,-6%,
O=C(NCCC1=CCCCC1)C(=O)NCC(c1ccco1)N1CCN(c2ccccc2F)CC1 (stereo unspecified),8%,2%,i,-5%,-6%,
c1ccc2c(N3CCCCCC3)nc(-c3ccncc3)nc2c1,36%,u,8.1%,-7%,6%,
CN(C)S(=O)(=O)c1cccc(-c2nn(-c3ccccc3)cc2/C=C(\C#N)c2nc3ccccc3[nH]2)c1,2%,-10%,9.4%,-3%,5%,
COc1ccc(C(c2oc(CO)cc(=O)c2O)c2oc(CO)cc(=O)c2O)cc1OC,5%,7%,i,-4%,-1%,
N#C/C=C(/c1ccc(F)cc1)N1CCOCC1,-4%,5%,0.7%,0%,14%,
O=C(COc1ccc(S(=O)(=O)N2CCOCC2)cc1)NCc1ccccc1,-11%,-8%,5.1%,-5%,-7%,
CCOC(=O)c1nnc(-c2ccc(C)cc2)nc1Sc1cccc(Cl)c1,31%,-3%,4.2%,-4%,5%,
CC(=O)OC[C@H]1O[C@@H](Sc2cccc3cccnc23)[C@H](OC(C)=O)[C@@H](OC(C)=O)[C@@H]1OC(C)=O,-23%,2%,7.1%,6%,0%,
CC(=O)Nc1ccc(S(=O)(=O)NNC(=O)CCc2ccccc2)cc1,-2%,0%,0.7%,6%,1%,
COC(=O)c1ccc(NC(=O)CN2CCN(c3ccccc3)CC2)cc1,22%,-4%,i,-3%,-7%,
CN1CCN(C(=O)/C(=C/c2cccs2)NC(=O)c2ccco2)CC1,-14%,-8%,1.4%,-12%,-1%,
O=C(CSc1n[nH]c(C2CCCC2)n1)NC1CCCC1,0%,-9%,1.0%,15%,5%,
C=CCNC1=C(Cl)C(=O)c2ccccc2C1=O,63%,46%,3.4%,19%,u,inhibitors of VEEV 10K pilot screen=1.9
CC(C)(O)CN(C(=O)c1ccccc1)C1CCCCC1,x,x,i,-10%,x,
Cc1sc2ncnc(NCC(c3ccco3)N3CCCC3)c2c1C (stereo unspecified),4%,6%,7.4%,6%,5%,
COCCn1c(C)cc(/C=C2/SC(=O)N(C(C)C(=O)OC)C2=O)c1C (stereo unspecified),12%,-4%,8.0%,13%,6%,

# Some of these compounds in order of molecular weight, ascending.
SMILES,M. tuberculosis,H37Rv inhibition,inhibitors of VEEV,H1N1 NS1A inhibition,Salmonella PhoP GFP,others
COc1ccc(CCC(C)NCc2ccc(F)cc2)cc1 (stereo unspecified),7%,-2%,0.9%,-2%,1%,
O=C(CSc1n[nH]c(C2CCCC2)n1)NC1CCCC1,0%,-9%,1.0%,15%,5%,
CC(C)N(Cc1cnn(C)c1)Cc1nc(-c2ccc(Cl)cc2)no1,4%,-9%,1.1%,-6%,6%,
O=C(c1cccc(N2C(=O)c3ccccc3C2=O)c1)N1CCCCCC1,8%,1%,1.4%,-7%,-25%,
CC(=O)OC[C@H]1O[C@@H](Sc2cccc3cccnc23)[C@H](OC(C)=O)[C@@H](OC(C)=O)[C@@H]1OC(C)=O,-23%,2%,7.1%,6%,0%,

# Other records
SMILES,M. tuberculosis,H37Rv inhibition,inhibitors of VEEV,H1N1 NS1A inhibition,Salmonella PhoP GFP,others
COc1ccc(-c2coc3cc(OC(C)=O)c(OC)cc3c2=O)cc1,12%,0%,5.4%,-2%,x,
O=C(NCCCN1CCN(c2cccc(Cl)c2)CC1)c1ccc(N2CCCC2=O)cc1,15%,-4%,2.3%,4%,6%,
Cc1ccc(/C=C/S(=O)(=O)NCC(=O)OCC(=O)NCc2ccccc2)cc1,14%,6%,4.4%,-9%,5%,
Cc1ccc(/C=N/NC(=O)CCCOc2ccc(Cl)cc2Cl)cc1,21%,1%,3.4%,-13%,-2%,
COc1ccc(C)cc1N/C(N)=N/c1nc(C)cc(C)n1,-10%,6%,1.5%,-2%,-5%,
CC(C)=CCC/C(C)=C/CNC(=O)C[C@H]1C[C@H](C(=O)N(C(C)C)C(C)C)[C@@]2(C)c3[nH]c4cc(-c5ccco5)ccc4c3CCN2C1=O,x,x,0.3%,-5%,x,
CN(C)c1ccc(-c2nc3ccccc3c(=O)[nH]2)cc1,-18%,-2%,1.9%,-18%,10%,
Cc1ccc(CNC(=O)c2nn(C)c3c2CS(=O)(=O)c2ccccc2-3)cc1,4%,0%,1.1%,-3%,6%,
O=C(CCn1c(=S)[nH]c2ccccc2c1=O)Nc1cccc(Cl)c1,x,-4%,2.2%,-5%,-2%,
COc1ccc(O)c(C(=O)CC(=O)c2ccccc2)c1,u,58%,x,x,-16%,
Cc1nc(N2CCC(C)CC2)c2nnn(Cc3ccccc3)c2n1,22%,2%,2.8%,0%,-14%,
CCOc1ccccc1C(=O)N[C@H](C(=O)OCc1cc(=O)oc2cc(C)ccc12)C(C)C,11%,4%,5.0%,3%,1%,
CCN1CCN(C(=O)C2CCC(CNS(=O)(=O)c3ccc(NC(C)=O)cc3)CC2)CC1 (stereo unspecified),-1%,4%,4.6%,-4%,3%,
COCC1CCN(C(=O)c2cc(COc3ccc(OC)c4ccccc34)on2)C1 (stereo unspecified),12%,0%,7.0%,-8%,-2%,
Cc1ccccc1NC(=O)c1nn(C)c2c1CS(=O)(=O)c1ccccc1-2,x,-4%,1.9%,3%,4%,
CC(C)(C)[C@H]1C=C(C(N)=O)O[C@@H](OCc2ccc(CO)cc2)C1,1%,-7%,0.4%,8%,-11%,
Cc1ccc(/C=C/C(=O)NC(=S)N2CCN(C)CC2)cc1,25%,3%,0.1%,-6%,9%,
CN(C)CC(=O)Nc1cc(C(F)(F)F)ccc1Cl,6%,-9%,i,-6%,3%,
CN(CCOc1ccc(Cl)cc1)Cc1cccc(S(=O)(=O)N(C)C)c1,43%,14%,i,6%,2%,
COc1ccc(/C=N/NC(=O)C(=O)NCc2cccnc2)cc1,26%,4%,0.4%,6%,-3%,

# Structures from the list above with a tert-butyl group:
SMILES,M. tuberculosis,H37Rv inhibition,inhibitors of VEEV,H1N1 NS1A inhibition,Salmonella PhoP GFP,others
CC(C)(C)SCCNC(=O)c1ccccc1,65%,4%,i,-19%,24%,
CC(C)(C)C(=O)Nc1ccc(-c2cn3ccsc3n2)cc1,-10%,3%,0.5%,2%,21%,
CC(C)(C)[C@H]1C=C(C(N)=O)O[C@@H](OCc2ccc(CO)cc2)C1,1%,-7%,0.4%,8%,-11%,

# The listing continues.
SMILES,M. tuberculosis,H37Rv inhibition,inhibitors of VEEV,H1N1 NS1A inhibition,Salmonella PhoP GFP,others
Cc1ccc(-c2nn(-c3ccccc3)cc2C2CC(c3ccccc3)=NN2C(=O)CCC(=O)O)cc1 (stereo unspecified),23%,6%,2.5%,11%,23%,
CCN(CC)CCNC(=O)c1ccc(NC(=O)COc2ccc3c(c2)CCC3)cc1,22%,-4%,0.6%,8%,x,
CCOP(=S)(OCC)N1CCOCCOCCN(P(=S)(OCC)OCC)CCOCCOCC1,29%,5%,0.3%,-8%,9%,
O=C(CN1CCOCC1)Nc1ccc(Cl)cn1,33%,8%,1.0%,3%,-2%,
CCOC(=O)c1ccc(-c2c(-c3ccccc3OC)sc3ccc(OC)cc23)cc1F,11%,-4%,2.1%,13%,x,
CCOC(=O)c1cc(C#N)c(SC(C)C(=O)NC2CCCCC2)nc1C (stereo unspecified),-11%,-8%,2.7%,-7%,x,
CC1CC(C)CN(C(=O)CSc2nnc(-c3ccc(F)cc3)o2)C1 (stereo unspecified),76%,-3%,i,-4%,-18%,
O=C(CNS(=O)(=O)c1c(Cl)cccc1Cl)OCC(=O)c1ccc[nH]1,5%,-7%,i,14%,-8%,
CCOC(=O)N1CCC(N2CCCC(CO)(Cc3cccc(Cl)c3)C2)CC1 (stereo unspecified),34%,2%,0.3%,3%,-2%,
C=CCOc1ccc(/C=N/NC(=O)c2cc3c(OC)cc(OC)cc3[nH]2)cc1,36%,3%,8.8%,-4%,13%,
O=C1C(=Cc2cccn2-c2ccccc2)C(=O)c2ccccc21,7%,-1%,1.6%,0%,-22%,inhibitors of VEEV 10K pilot screen=6.6
Cc1ccc(S(=O)(=O)N2CCOCC2)cc1NC(=O)COc1ncnc2ccccc12,3%,10%,0.8%,2%,2%,
CCCCc1c(C)nc2ccc(C(=O)OCC)cc2c1Cl,73%,42%,1.0%,-6%,5%,
Cc1cc(C(=O)OCC(=O)Nc2cc(C)on2)c2ccccc2n1,-5%,6%,i,-17%,-11%,
OCCCNc1c2c(nc3cc(-c4ccc(Cl)cc4)nn13)CCC2,8%,5%,3.5%,-6%,2%,
CC1CC(C)CN(c2ncnc3c2cnn3Cc2ccc(Cl)cc2)C1 (stereo unspecified),35%,u,4.6%,4%,-8%,
Cc1noc(NS(=O)(=O)c2ccc(NC(=O)CSc3ncccn3)cc2)c1C,20%,-7%,0.5%,-5%,-6%,
O=C(/C=C/c1ccco1)NCc1ccc(F)cc1,43%,13%,1.5%,2%,4%,
